tuberculosis growth = growth inhibition of non-replicating M. tuberculosis (AID 488890); inhibition, % at 25 µM; hits with a dose series show IC50 in µM; Mycobacterium tuberculosis non-replicating, growth inhibition; higher % means a stronger effect; 0.39% of 320,000 active; in the data active means a potency from the dose series; inconclusive means inhibition mostly from about 82% at the one dose, without a potency; inactive means the rest, 99 in 100 with inhibition below about 76%;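 further: plate controls were DMSO cells for no effect and high antibiotic wells for full effect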
inhibitors of VEEV = inhibitors of VEEV TC-83 cytopathic effect, confirmation, Vero cells (AID 588727); Vero cells, VEEV TC-83 cytopathic effect inhibition; higher % means a stronger effect; inhibition, % at 20 µM, or IC50 in µM where a hit was titrated; 0.13% of 350,000 active; in the data active means a potency from the dose series; inconclusive means inhibition mostly from about 14% at the one dose, without a potency; inactive means the rest, 99 in 100 with inhibition below about 12%; further: strong numbers were not always called active
influenza NS1A = H1N1 influenza NS1A inhibitors, functional cell based assay (AID 504329); NS1A functional cell-based assay, percent inhibition; higher % means a stronger effect; one-dose inhibition, % at 12.5 µM; IC50 in µM for titrated hits; 0.3% of 340,000 active; in the data active means a potency from the dose series; inconclusive means inhibition above about 27% without an active follow-up result; further: strong numbers were not always called active
H37Rv inhibition = M. tuberculosis growth inhibition, HTS (AID 449762). 0.59% of 330,000 active. inhibition, % at 25 µM; hits with a dose series show IC50 in µM. M. tuberculosis H37Rv growth inhibition, 7H9 media; higher % means a stronger effect; in the data active means a potency from the dose series; inconclusive means inhibition above about 70% without an active follow-up result;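 further: bacterial growth assessed after seven days of incubation; strong numbers were not always called active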
Salmonella PhoP GFP = Inhibition of PhoP regulon, Salmonella typhi GFP reporter cells, confirmation, 4 h (AID 1850); Salmonella Typhi PhoP-promoter GFP reporter, fluorescence, 4 h; higher % means a stronger effect; inhibition, % at 50 µM; hits with a dose series show IC50 in µM; 0.33% of 310,000 active; in the data active means a potency from the dose series; inconclusive means inhibition mostly from about 25% at the one dose, without a potency; inactive means the rest, 99 in 100 with inhibition below about 19%;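 further: 0% = induced wells with vehicle and 100% = uninduced wells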
inhibitors of VEEV 10K pilot screen = recorded beside inhibitors of VEEV, whose call it bears; inhibition, %; measured here: 10K pilot screen inhibition
* hit, by the source's call; i = inactive; ? = inconclusive; nt = no result given.

SMILES	tuberculosis growth	inhibitors of VEEV	influenza NS1A	H37Rv inhibition	Salmonella PhoP GFP	others
CCOc1cc(/C=C2\C(=N)N3N=CSC3=NC2=O)ccc1OS(=O)(=O)c1ccccc1	33%	3.1%	2%	-22%	-7%
Cc1ncc(CO)c2c1OC(C)(C)OC2	-2%	1.4%	-6%	1%	1%
COc1ccc(CCNC(=O)COC(=O)c2cc(OC)c(OC)cc2OC)cc1	-1%	2.1%	0%	4%	3%
Cc1ccccc1NC(=O)Nc1ccccc1Br	-6%	0.1%	3%	-6%	-3%
COc1cccc(CC2(CO)CCCN(Cc3[nH]c4ccc(C)cc4c3C)C2)c1 (stereo not given)	64%	0.6%	28%	44µM*	4%
CSc1ccc(CCNC(=O)c2ccc(CS(=O)Cc3ccccc3Cl)o2)cc1 (stereo not given)	46%	5.7%	3%	59%	0%
CC(C)CCn1c(=S)[nH]c2ncccc2c1=O	38%	1.6%	12%	-2%	2%
Cc1ccc(-c2[nH]c3cc(C(N)=O)ccc3c(=O)c2O)cc1	-5%	0.5%	-7%	-4%	4%
CC(C)NC(=O)C1CCCN(S(C)(=O)=O)C1 (stereo not given)	-9%	1.0%	4%	-12%	-15%
Cc1nc(SCC(=O)Nc2c(C)n(C)n(-c3ccccc3)c2=O)nc(C)c1C	2%	i	1%	-8%	-5%
O=C(CNC1CCN(Cc2ccccc2)CC1)Nc1ccc(S(=O)(=O)N2CCCCC2)cc1	1%	0.4%	-7%	11%	8%
CCc1ccc(C(=O)N2CCN(c3ccc(NC(=O)c4cccnc4)cc3)CC2)cc1	22%	6.9%	23%	11%	-5%
COc1cccc(-c2nnc3sc(C4CCCCC4)nn23)c1	60%	i	-19%	66%	2%
COc1ccc(CCN=Cc2ccccc2O)cc1OC	13%	9.7%	-19%	-7%	3%
O=C(NCc1ccco1)C(=O)c1c[nH]c2ccccc12	33%	0.2%	-2%	13%	-5%
COc1ccc(-c2cc(=O)oc3cc(OC(C)C(=O)NC(Cc4c[nH]c5ccc(O)cc45)C(=O)O)ccc23)cc1 (stereo not given)	3%	1.2%	-40%	-8%	12%
Cc1noc(NS(=O)(=O)c2ccc(NC(=O)COc3ccccc3)cc2)c1C	22%	2.2%	-3%	1%	2%
CCOC(=O)c1[nH]c(C)c(C(=O)Nc2ccccc2F)c1C	-28%	2.3%	6%	-1%	7%
COc1ccc(CCNC(=O)c2cccnc2SC)cc1	-4%	0.1%	2%	3%	2%
O=C(NC1CCCC1)c1cc(S(=O)(=O)N2CCOCC2)c(Cl)cc1Cl	-7%	0.0%	-1%	-1%	1%
CCN1CCCC1CNC(=O)c1ccc2c(=O)n(CCOC)c(=O)[nH]c2c1 (stereo not given)	-3%	0.8%	1%	-2%	1%
COc1ccccc1NC(=O)CSc1nc2ccccc2c(=O)n1CC1CCCO1 (stereo not given)	13%	3.3%	0%	-1%	-9%
COc1cc(CN2CCN(C(=O)CC(C)C)CC2)c([N+](=O)[O-])cc1OC	-5%	0.8%	0%	-4%	-2%
Nc1c(C(=O)NCc2ccco2)nnn1CC(=O)Nc1ccc2c(c1)OCO2	-7%	2.0%	-32%	0%	3%
Nc1ccccc1S(=O)(=O)c1ccccc1N	-8%	i	-10%	-1%	2%
c1ccc(-c2nc3ccccc3nc2-c2ccccn2)nc1	nt	0.5%	0%	nt	-6%
O=C(NCCN1CCN(c2ccccc2)CC1)C1CCCN(S(=O)(=O)c2cnc[nH]2)C1 (stereo not given)	nt	2.1%	1%	-13%	-4%
COc1ccc(CC(=O)N(C)CC(=O)Nc2ccc(F)cc2)cc1S(=O)(=O)N1CCOCC1	-9%	1.2%	-11%	-10%	nt
Cc1cccc(NC(=O)NC2CCCCCCC2)c1C	-6%	2.9%	-5%	-7%	0%
COc1ccc(N2CCN(C(=O)CSc3nc4ccccc4c(=O)[nH]3)CC2)cc1	27%	1.2%	0%	6%	8%
Cc1ccc(NS(=O)(=O)c2ccc(C(=O)N3CCC3)cc2)cc1	-2%	1.6%	-6%	1%	1%
O=C(NCC(=O)N1CCOCC1)c1ccc(Cl)cc1	-12%	0.5%	-3%	-10%	-8%
Cc1cc(S(=O)(=O)N2CCN(CC(=O)N(C)Cc3ccccc3)CC2)ccc1Br	nt	3.5%	-14%	nt	nt
CCN(CCCNC(=O)CN1C(=O)COc2ccccc21)c1ccccc1	4%	0.3%	5%	4%	2%
Cc1cc(Cl)c2ccc3ccccc3c2n1	4%	2.0%	-8%	-3%	0%
COc1ccc(Cl)cc1NC(=O)C1CC(=O)N(C2CCCCC2)C1 (stereo not given)	-1%	11%	-5%	3%	-9%
O=C(CSc1ccc(-c2cccnc2)nn1)Nc1ccccc1F	54%	5.2%	24%	1%	-5%
COC(=O)CNC(=O)CNC(=O)c1nn(-c2ccc(OC)c(OC)c2)c(=O)c2ccccc12	-10%	0.6%	-5%	-2%	-5%
O=C(COc1coc(CN2CCc3ccccc3C2)cc1=O)Nc1ccc(F)cc1	44%	1.4%	-9%	2%	1%
C[C@H]1CN([C@@H](C)CO)C(=O)c2cccc(NC(=O)Nc3ccc(C(F)(F)F)cc3)c2O[C@@H]1CN(C)C(=O)Nc1ccc(F)cc1	20%	i	5%	28%	nt
CCSc1nc(=S)cc(C)[nH]1	?	1.8%	4%	2%	3%
O=c1[nH]c2ccccc2n1C1=CCCC1	13%	0.5%	-2%	2%	12%
O=C(NCc1ccccc1)N1CCN(c2ccc(F)cc2)CC1	25%	i	2%	4%	11%	inhibitors of VEEV 10K pilot screen=0.3
COc1ccc(CCNC(=O)c2ccccc2C(=O)NCCc2ccc(OC)cc2)cc1	5%	9.8%	-19%	-20%	6%
O=S(=O)(c1ccccc1)c1nc(NCc2ccccc2)sc1Cl	17%	0.9%	1%	4%	-5%
O=C(CNC(=O)c1ccc(Br)cc1)c1ccccc1	?	0.5%	-1%	1%	-6%
Cc1ccc(-c2nc(CSCC(=O)Nc3cc(C)on3)c(C)o2)cc1	nt	1.1%	-5%	-1%	-7%
Cc1cccc(-n2ncc3c(Nc4c(C)n(C)n(-c5ccccc5)c4=O)ncnc32)c1	-11%	5.2%	5%	-7%	5%
O=C(COC(=O)c1ccccc1F)Nc1cccnc1Cl	-7%	0.1%	2%	-4%	3%
C=CCNC(=O)c1onc(CSc2ccc(F)cc2)c1C(=O)O	7%	i	-6%	6%	8%
COc1ccc(C(=O)C(C)Oc2cccc(NC(=O)c3cccc([N+](=O)[O-])c3)c2)cc1 (stereo not given)	-13%	3.3%	-4%	3%	-7%	inhibitors of VEEV 10K pilot screen=4.0
CCCCn1cnc2c(oc3nc4c(cc32)CCCC4)c1=O	40%	6.4%	-10%	6%	1%
Cc1nc2ccccc2c(=O)n1-c1ccc(NS(=O)(=O)c2cc(F)ccc2F)cc1	5%	4.4%	3%	9%	-1%
O=S(=O)(NCc1ccccc1)NCc1ccc(Cl)cc1Cl	10%	i	-11%	1%	-7%
O=C(NC1CCCC1)c1cc2cc(Br)ccc2o1	72%	2.1%	0%	-2%	-6%
Clc1ccc2c(c1)C(c1cccs1)=NNC(c1cccnc1)=N2	7%	2.5%	-4%	-24%	-7%
CC(C(=O)O)N1C(=O)CSc2ncccc21 (stereo not given)	27%	0.7%	5%	2%	-3%
CCOc1ccc(-c2nc(-c3cccnc3)no2)cc1OCC	13%	i	-18%	?	0%
Cc1ccc(-c2noc(C3CCCN(S(=O)(=O)c4ccc(S(=O)(=O)N(C)C)cc4)C3)n2)o1 (stereo not given)	5%	i	-6%	2%	19%
COc1ccc(/C=C2\OC(=O)c3c(OC)cccc32)cc1OC	16%	7.5%	-20%	2%	3%

Continued (5 carried over from the part before).
SMILES	tuberculosis growth	inhibitors of VEEV	influenza NS1A	H37Rv inhibition	Salmonella PhoP GFP	others
Clc1ccc2c(c1)C(c1cccs1)=NNC(c1cccnc1)=N2	7%	2.5%	-4%	-24%	-7%
CC(C(=O)O)N1C(=O)CSc2ncccc21 (stereo not given)	27%	0.7%	5%	2%	-3%
CCOc1ccc(-c2nc(-c3cccnc3)no2)cc1OCC	13%	i	-18%	?	0%
Cc1ccc(-c2noc(C3CCCN(S(=O)(=O)c4ccc(S(=O)(=O)N(C)C)cc4)C3)n2)o1 (stereo not given)	5%	i	-6%	2%	19%
COc1ccc(/C=C2\OC(=O)c3c(OC)cccc32)cc1OC	16%	7.5%	-20%	2%	3%
Cc1c(C(=O)NNc2cc(=O)n(C)c(=O)n2C)cccc1[N+](=O)[O-]	4%	1.0%	1%	-6%	1%
O=C(CN1C(=O)CCC1=O)Nc1ccc(S(=O)(=O)N2CCOCC2)cc1	-4%	3.1%	-9%	1%	-2%
COC(=O)Cc1ccc(NC(=S)Nc2ccc(N3CCOCC3)cc2)cc1	77%	i	-4%	?	3%
O=c1ccc(-c2ccccc2)n[nH]1	-7%	0.6%	-23%	-9%	-2%
CCNC(=S)NN=C1c2ccccc2-c2ccccc21	72%	0.5%	11%	11µM*	3%
COc1cc(OC)cc(C(=O)NCC2CCCN(C(=O)c3csc(C)n3)C2)c1 (stereo not given)	-2%	0.7%	6%	-13%	-10%
COc1ccc(S(=O)(=O)N(CC(=O)Nc2cccnc2)c2ccccc2OC)cc1	18%	0.3%	-1%	-6%	-1%
O=C1C2C3C=CC(CC3)C2C(=O)N1/N=C/c1ccc(O)cc1 (stereo not given)	-6%	2.8%	-2%	-6%	32%
CC1Cc2ccccc2N1C(=O)CCN1C(=O)C2C3C=CC(C3)C2C1=O (stereo not given)	4%	i	-3%	4%	0%	inhibitors of VEEV 10K pilot screen=0.0
CCCNS(=O)(=O)c1ccc(CCC(=O)NCC2CCCO2)cc1 (stereo not given)	-12%	1.6%	0%	-3%	-10%
COc1ccc(CSc2nc(CSC)cc(N3CCOCC3)n2)cc1	4%	1.2%	-3%	-6%	-3%
CC(C)n1c(Nc2ccccc2)nc2ccccc21	23%	0.6%	10%	0%	-7%
CCOc1ccc(-n2nnc3c(=O)n(C/C=C/c4ccccc4)cnc32)cc1	2%	1.2%	4%	-11%	-5%
COC(=O)COc1ccc(S(=O)(=O)N2CCN(c3ccccc3F)CC2)cc1	i	2.8%	-5%	-7%	7%
CSc1nc(N(CCO)CCO)c2sc3nc(-c4ccco4)c4c(c3c2n1)CCC4	nt	0.3%	0%	nt	nt
Cc1cccc(C(=O)N2CCC(c3nc(-c4ccc(S(=O)(=O)N5CCOCC5)cc4)no3)CC2)c1	-7%	i	4%	-13%	-2%
COC(=O)c1ccc(CN2CCN(CCc3ccccc3)C(CCO)C2)cc1 (stereo not given)	16%	i	7%	5%	4%
CCOC(=O)c1cnc(-n2nc(C)cc2C)nc1-n1nc(C)cc1C	63%	1.8%	5%	46%	1%
Cc1cc(Cl)ccc1NC(=O)C(=O)N/N=C/c1ccc2c(c1)OCO2	-5%	1.4%	1%	4%	0%
Cc1ccc(OCC(=O)NN2C(=O)c3ccccc3C2=O)cc1	nt	i	11%	-9%	9%
CCOCCCn1c(SCC(=O)Nc2cccc(OC)c2)nc2ccccc2c1=O	16%	8.1%	-4%	3%	5%
Cc1ccccc1NC(=O)CSc1nc2c(c(-c3ccco3)c1C#N)CCCC2	0%	4.7%	-1%	-6%	-1%
CN(C)c1ccc(/C=N/NC(=O)C(O)c2ccc(Br)cc2)cc1 (stereo not given)	-5%	i	10%	-6%	2%
COc1ccc(-c2nc(CS(=O)CC(=O)NC3CCCC3)c(C)o2)cc1OC (stereo not given)	8%	1.9%	1%	11%	-5%
O=C1C=C(c2ccccc2)OC(=O)C1C(=O)c1ccccc1 (stereo not given)	14%	0.9%	-10%	-12%	-12%

Five compounds picked at random from those above, as already listed:
SMILES	tuberculosis growth	inhibitors of VEEV	influenza NS1A	H37Rv inhibition	Salmonella PhoP GFP	others
CCOC(=O)c1cnc(-n2nc(C)cc2C)nc1-n1nc(C)cc1C	63%	1.8%	5%	46%	1%
Cc1ccccc1NC(=O)CSc1nc2c(c(-c3ccco3)c1C#N)CCCC2	0%	4.7%	-1%	-6%	-1%
COC(=O)c1ccc(CN2CCN(CCc3ccccc3)C(CCO)C2)cc1 (stereo not given)	16%	i	7%	5%	4%
CCOCCCn1c(SCC(=O)Nc2cccc(OC)c2)nc2ccccc2c1=O	16%	8.1%	-4%	3%	5%
CN(C)c1ccc(/C=N/NC(=O)C(O)c2ccc(Br)cc2)cc1 (stereo not given)	-5%	i	10%	-6%	2%

Compound activity (PubChem BioAssay)

This is a random part of the collection; 1.5% or so of the library scored in one or more.
